Screening data: PubChem, several laboratories
GDH-TPI counter = GDH-TPI coupling enzyme inhibitors, primary screen, artefact control for M. tuberculosis FBA inhibitor project, biochemical, absorbance, full deck; actives 1.2% (n = 360,000); inhibition, % at 4.8 µM; AID 588335, 2011; GDH-TPI coupled enzyme counterscreen, NADH absorbance; in the data active = inhibition above about 30%;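 note: 0% = DMSO wells and 100% = wells lacking the enzyme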
BoNT A protease = BoNT/A light chain protease inhibitors, primary screen, biochemical, flow cytometry, MLPCN library | multiplex microsphere protease substrate cleavage | inhibition, % at 10 µM | actives 0.17% (n = 360,000); note: plate controls were buffer without enzyme for full effect and enzyme alone for no effect
FadD28 FP inh = inhibitors of FadD28 bisubstrate probe binding, primary screen, biochemical, fluorescence polarization, single point | inhibition, % at 12.5 µM | Mycobacterium tuberculosis FadD28 fatty-acid-AMP ligase | actives 0.22% (n = 360,000) | AID 588549, 2011; in the data active = inhibition above about 8.5%, passing the limit was not always enough; inconclusive = no clear call, values can overlap the other calls
Mtb BioA inh = M. tuberculosis BioA enzyme inhibitors, primary screen, biochemical, plate reader, single point, HTS | purified M. tuberculosis BioA enzyme | inhibition, % at 9.99 µM | actives 0.096% (n = 360,000) | AID 602481, 2012; in the data active = inhibition above about 40%; inconclusive = no clear call, values can overlap the other calls
BoNT F protease = BoNT/F light chain protease inhibitors, primary screen, biochemical, flow cytometry, MLPCN library; Multiplex microsphere protease cleavage assay; inhibition, % at 10 µM; actives 0.22% (n = 360,000); AID 588497, 2011; in the data active = inhibition above about 35%, passing the limit was not always enough; inconclusive = no clear call, values can overlap the other calls; note: plate controls were buffer without enzyme for full effect and enzyme alone for no effect
UGM FP inh = M. tuberculosis UGM enzyme inhibitors, primary screen, biochemical, fluorescence polarization, single point | inhibition, % at 10 µM | AID 504406, 2011 | actives 0.06% (n = 320,000) | purified UGM, fluorescence polarization probe displacement; in the data active = inhibition above about 10%, passing the limit was not always enough; inconclusive = no clear call, values can overlap the other calls
Mtb FBA inh = Mtb FBA enzyme inhibitors, primary screen, biochemical, fluorescence, strain H37Rv; Fructose-bisphosphate aldolase (Mycobacterium tuberculosis (strain ATCC 25618 / H37Rv)), …; purified M. tuberculosis FBA, fluorescence read-out; inhibition, % at 1 µM; actives 2.3% (n = 360,000); AID 588726, 2011; in the data active = inhibition above about 27%;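 note: 0% = vehicle and 100% = reference inhibitor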
PfHsp40 rescue = rescue of yeast from PfHsp40 toxicity, primary screen, S. cerevisiae, ATP luminescence | S. cerevisiae expressing PfHsp40, growth rescue | growth rescue, % at 12.5 µM | actives 0.68% (n = 340,000) | AID 504582, 2011; in the data active = growth rescue above about 28%, passing the limit was not always enough; inconclusive = no clear call, values can overlap the other calls;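 note: yeast W303a lacking pdr1 and pdr3 grown in galactose medium; growth measured after three days at 30 °C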
Anthrax LF inh2 = Bacillus anthracis LF protease inhibitors, primary screen, biochemical, multiplex microsphere, MLPCN library | Lethal factor (Bacillus anthracis), P15917 | multiplex microsphere protease cleavage assay | inhibition, % at 10 µM | actives 0.12% (n = 360,000) | AID 588501, 2011; note: plate controls were buffer without enzyme for full effect and enzyme alone for no effect
Target sequence (P15917 whole entry, looked up): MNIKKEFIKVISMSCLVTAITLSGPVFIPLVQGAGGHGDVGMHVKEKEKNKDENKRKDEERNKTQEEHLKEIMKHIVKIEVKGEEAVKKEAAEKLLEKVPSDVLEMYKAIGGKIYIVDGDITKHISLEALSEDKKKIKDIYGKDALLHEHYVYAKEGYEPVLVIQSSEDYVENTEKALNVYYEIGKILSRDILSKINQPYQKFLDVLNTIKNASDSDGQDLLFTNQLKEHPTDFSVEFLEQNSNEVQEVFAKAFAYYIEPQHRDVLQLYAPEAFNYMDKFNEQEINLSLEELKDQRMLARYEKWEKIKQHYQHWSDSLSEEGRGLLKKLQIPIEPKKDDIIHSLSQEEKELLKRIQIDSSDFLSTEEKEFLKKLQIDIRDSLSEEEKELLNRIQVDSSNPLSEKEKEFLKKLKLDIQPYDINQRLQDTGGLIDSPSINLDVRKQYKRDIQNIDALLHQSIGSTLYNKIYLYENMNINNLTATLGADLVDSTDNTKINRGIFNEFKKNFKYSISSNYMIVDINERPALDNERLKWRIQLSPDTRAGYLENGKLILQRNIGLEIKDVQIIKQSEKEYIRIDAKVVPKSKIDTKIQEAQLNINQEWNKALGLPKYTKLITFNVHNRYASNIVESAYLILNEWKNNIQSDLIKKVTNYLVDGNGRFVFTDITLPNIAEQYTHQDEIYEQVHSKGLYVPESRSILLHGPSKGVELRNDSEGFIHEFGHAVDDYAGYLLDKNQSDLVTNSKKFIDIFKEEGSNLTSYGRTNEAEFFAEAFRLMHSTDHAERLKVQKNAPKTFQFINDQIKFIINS
Starred values were filed as active, the others as inactive; u = inconclusive; x = no result given; & = joins results of further samples. Cut-off read from the data, not from the text of the source, unless noted: active = inhibition above about 30%; inconclusive = no clear call, values can overlap the other calls; inactive = below that.

The line under a structure holds: BoNT A protease	UGM FP inh	Mtb BioA inh	FadD28 FP inh	BoNT F protease	Anthrax LF inh2	GDH-TPI counter	PfHsp40 rescue	Mtb FBA inh
> Cc1ccc(NC(=O)N2CCCC(c3ccccc3)C2)cc1 (stereo unspecified)
→ -1.4	-1.3	1.0	x	-41	13	-2	0.4	-1
> O=C1NC(=O)/C(=C\c2ccccc2OCc2ccc([N+](=O)[O-])cc2)N1
→ 0.2	-2.0	-0.4	-1.5	3	0	11	-1.0	3
> Cc1cc(-n2nnc3ccccc32)nc2ccccc12
→ -2.6	1.9	-0.5	-0.9	-6	0	18	0.3	0
> CCn1cc(C(=O)O)c(=O)c2cc(F)c(N3CCN(C(=S)NC(=O)c4ccc(F)c(F)c4)CC3)cc21
→ 1.3	0.4	x	-0.8	6	-2	1	-1.1	0
> Cc1ccccc1NC(=O)c1c(C)[nH]c(=S)c(C#N)c1-c1ccco1
→ 5.2	1.4	-3.2	0.0	-3	-1	16	-0.3	1
> CCCCC/C=C/C1=CC(=O)C[C@H](c2ccc(Cl)cc2)C1
→ -0.2	0.1	0.9	-5.4	-5	-4	-3	-0.1	-1
> Clc1c(-c2nnc3n2CCC3)sc2ccccc12
→ -0.4	0.3	9.6	-0.9	2	0	0	11	-1
> CC(NC(=S)Nc1ccc([N+](=O)[O-])cc1)c1ccncc1 (stereo unspecified)
→ -3.4	0.4	x	x	-29	-1	7	0.9	-1
> O=C(CCN1CCCCCC1)Nc1cccc(Cl)c1
→ -2.9	-2.0	-0.8	0.8	-8	-4	5	-0.2	7
> CC(C)c1ccc(CNc2ncccn2)cc1
→ -1.8	0.9	-1.3	-1.4	5	-4	9	-0.9	3
> Cc1ccc(CN2CCN(Cc3ccncc3)CC2CCO)o1 (stereo unspecified)
→ 1.0	4.3	-1.1	-0.7	-2	-5	7	-0.2	1
> COc1ccc(C(=O)Nn2c(SCC(=O)NCc3ccco3)nc3ccccc3c2=O)cc1
→ -0.4	0.1	-0.6	-2.2	9	0	1	-0.8	2
> CC1=CC2C(C(O)CC3(C)C2CC(C)C32OCOC23COCO3)C2(C)C/C(=C\O)C(=O)C=C12 (stereo unspecified)
→ 1.5	x	x	0.4	15	1	8	u	3
> COc1ccc(-n2c(=O)c3ccccc3n(CC(=O)c3ccccc3)c2=O)cc1OC
→ 0.2	-1.8	x	-1.4	-5	2	-3	-0.8	-2
> O=C(O)COc1ccccc1/C=C1\C(=O)Nc2ccc(Br)cc21
→ -3.6	1.8	1.4	-12	24	9	17	0.2	-3
> COc1cc(OC)c(C2CC(=O)N3CN(c4ccccc4)CSC3=C2C#N)cc1OC (stereo unspecified)
→ u	1.7	-0.7	-3.1	0	-4	1	-0.5	-3
> O=C(CCc1nc2ccccc2[nH]1)Nc1ccc2c(c1)OCCO2
→ 0.2	-3.0	-0.8	1.0	-1	-3	3	-0.4	7
> Cc1cc(OCCCn2ccnc2)ccc1C(C)C
→ -1.8	-1.8	-0.3	-1.7	-17	-5	8	7.2	1
> CCCNC(=O)NCCC12CC3CC(CC(C3)C1)C2
→ -0.8	-1.5	x	1.2	2	-1	5	2.3	-2
> CCCN(Cc1nnc(-c2ccccc2Cl)o1)C(=O)c1cc([N+](=O)[O-])cc([N+](=O)[O-])c1
→ -1.2	-0.6	2.2	-1.5	-4	-2	1	-1.0	9
> c1ccc(CNc2ncn[nH]2)cc1
→ 0.1	x	-0.4	0.3	4	4	10	x	4
> CCOC(=O)c1nnc(-c2cccs2)nc1NC(C)C
→ 0.1	2.1	3.1	-2.5	-14	-7	31*	2.8	-5
> CN(C(=O)c1ccccc1C(=O)OCC(=O)Nc1ccc(S(N)(=O)=O)cc1)c1ccccc1
→ -1.6	2.1	-0.7	-1.8	-15	1	-1	-0.7	-2
> O=C1CCC(=O)N1c1cccc(OS(=O)(=O)c2ccccc2)c1
→ -0.3	-0.5	x	-1.5	-4	-2	-4	-0.9	2
> OC(c1ccc(F)cc1)c1nc(/C=C/c2ccccc2)cs1 (stereo unspecified)
→ 0.1	x	0.5	-0.3	-10	-7	12	x	-2
> CCNC(=S)NS(=O)(=O)c1ccc(F)cc1
→ 0.2	-0.1	x	0.1	-6	-3	-9	-0.2	7
> CCCN1C(=O)CC(c2ccc(OC)c(OC)c2)C1=O (stereo unspecified)
→ -0.3	x	0.1	-4.2	8	5	x	x	-3
> COc1ccc(S(=O)(=O)Nc2ccc3c(c2)C(=O)N([C@H](C)CO)C[C@H](C)[C@@H](CN(C)Cc2ccncc2)OCCCC[C@@H](C)O3)cc1
→ -0.4	x	0.7&0.1	-3.9	-6	-1	0	x	-3
> Cc1ccc(-n2c(CNc3ccc(F)cc3)nnc2SCC(=O)N2CCCC2)cc1
→ -0.4	0.3	2.2	-1.8	-2	14	5	1.5	0
> CC(C)CNC(=O)CSc1nnc(-c2ccc(Cl)cc2)n1N
→ -0.6	-0.6	-2.6	-1.9	-5	1	2	0.3	4

Some values from the entries so far.
O=C(CCc1nc2ccccc2[nH]1)Nc1ccc2c(c1)OCCO2 – Mtb FBA inh = 7
CCCNC(=O)NCCC12CC3CC(CC(C3)C1)C2 – Mtb FBA inh = -2

Further records follow:
The line under a structure holds: BoNT A protease	UGM FP inh	Mtb BioA inh	FadD28 FP inh	BoNT F protease	Anthrax LF inh2	GDH-TPI counter	PfHsp40 rescue	Mtb FBA inh
> CCOC(=O)C1=CC[C@@H](c2cc3cc(OC)ccc3n2C)N(S(=O)(=O)c2ccc(C)cc2)[C@H]1C(=O)OCC
→ -0.3	0.8	1.9	-0.2	10	-4	16	1.2	4
> CCCc1cc(=O)[nH]c(SCC(=O)N(CC(C)C)C2CCS(=O)(=O)C2)n1 (stereo unspecified)
→ 0.9	-1.2	-0.1	-5.4	2	-4	-1	-1.8	-1
> Cc1ccc(CN2C(=O)C(=O)c3cc(C)ccc32)cc1
→ 0.5	-3.6	-3.0	0.0	4	-1	20	-0.6	7
> COc1ccc(CN2CC34C=CC(O3)C(C(=O)O)C4C2=O)cc1 (stereo unspecified)
→ -0.7	3.3	-0.3	-1.5	-7	-9	-8	-1.2	2
> COc1cc2ccccc2cc1C(=O)Nc1nc(C)c(C(C)=O)s1
→ -0.7	0.3	-0.3	-3.5	-7	-4	3	-1.5	-1
> Cc1cc(SCC(=O)c2ccccc2)n2ncc(-c3ccccc3)c2n1
→ u	-2.2	x	-0.7	u	-30	4	1.0	0
> CCOC(=O)N1CCN(S(=O)(=O)c2ccc(C(=O)Nc3sc4c(c3C(N)=O)CCN(CC)C4)cc2)CC1
→ u	-4.0	-6.6	-0.7	x	u	5	0.1	1
> CNc1ccc(/C=C(\CCC(=O)O)c2nc3ccccc3s2)cc1[N+](=O)[O-]
→ 0.1	2.3	x	0.9	-2	1	35*	-1.6	-8
> O=C(N/N=C/c1ccccc1[N+](=O)[O-])c1ccc2nc[nH]c2c1
→ 1.1	2.6	4.4	-2.9	49*	u	8	0.4	-1
> CCN(CC)S(=O)(=O)c1ccc(NC(=O)Cn2c(=O)sc3ccccc32)cc1
→ 0.5	-0.7	x	-2.7	21	-2	5	-0.2	-5
> C#CCn1cc[n+](CC(=O)N(C)C)c1
→ 0.1	0.8	-1.6	-2.5	-2	-2	18	-0.9	1
> Fc1ccc(CCNC(=S)Nc2ccc(F)cc2)cc1
→ 0.3	x	5.9	-3.7	2	1	-5	3.8	0
> Cn1nc(-c2ccc(N3CCN(CCO)CC3)c([N+](=O)[O-])c2)c2ccccc2c1=O
→ 1.1	5.2	x	-1.7	0	0	0	-1.0	-1
> CN(C(=O)COC(=O)c1cc(F)c(F)cc1Cl)c1ccccc1
→ 2.1	0.2	-0.4	-1.4	-2	-7	6	-1.5	-2
> CC1(C)Oc2ccc3ccc(=O)oc3c2/C(=C/Nc2ccccc2)C1=O
→ -0.6	0.3	-1.7	-1.2	-4	-2	8	0.6	2
> COc1ccc(-c2oc3cc(O)c(OC)c(O)c3c(=O)c2OC)cc1
→ 0.4	0.8	-0.2	-3.2	-10	4	16	4.5	-2
> Cc1cccc(NC(=O)CSc2ccc3nnc(-c4cccnc4)n3n2)c1
→ -1.8	0.3	2.7	-1.5	-7	-6	4	0.2	2
> CSc1ncccc1C(=O)Nc1ccc(F)c(F)c1F
→ -1.2	-2.3	0.5	-0.5	-6	1	1	-0.7	-2
> COc1ccc(CCNC(=O)CSc2nnc(Cc3cccn3C)n2C)cc1OC
→ 0.1	-1.8	x	2.5	-1	-1	-4	-0.3	-2
> CCOC(=O)C1CCN(C(=O)c2c(-c3c(F)cccc3Cl)noc2C)CC1
→ 0.1	0.7	-4.2	-0.7	-8	11	-1	-0.7	-2
> CCOC(=O)c1ccccc1NC(=S)N1CCC(C)CC1
→ -0.1	-0.8	4.6	-2.6	0	2	5	-0.1	2
> Cn1cnnc1SCC(=O)NN(c1ccccc1)c1ccccc1
→ -1.0	-4.8	x	1.4	7	0	-1	-0.3	1
> CNC(=O)/C(C#N)=C/c1cc(C)n(-c2ccc(N3CCOCC3)cc2)c1C
→ 1.2	0.2	x	-3.1	u	25	25	-1.4	0
> Cc1cc(NC(=O)CSc2nnc(Cn3c(=O)sc4ccccc43)n2-c2ccccc2C)no1
→ -0.9	1.6	-2.6	-2.4	-10	-10	9	-0.1	5
> CCOC(=O)c1ccc(S(=O)(=O)NC2CCCCCCC2)n1C
→ -0.6	0.1	3.1	-3.2	-26	0	1	0.0	0
> Cc1ccc(-c2nc(CS(=O)CC(=O)NCCN3CCCCC3C)c(C)o2)cc1 (stereo unspecified)
→ -1.2	-2.1	-2.6	-0.8	3	-3	6	-0.9	5
> COc1ccc(C)cc1NC(=O)CN(C)S(=O)(=O)c1ccc2c(c1)c(=O)n(C)c(=O)n2C
→ 0.2	2.3	-1.2	-0.8	-9	-6	3	0.1	0
> OC(COc1ccc(OCC(O)CN2CCCCCC2)cc1)CN1CCCCCC1 (stereo unspecified)
→ 0.9	3.0	-0.7	-3.3	-12	-2	-12	-1.6	0
> CCCCN(C(=O)c1cc(-c2ccc(F)cc2)nc2ccccc12)c1c(N)n(CCCC)c(=O)[nH]c1=O
→ 3.9	x	-2.4	-1.5	2	7	8	-0.2	1
> O=C(O)C1CCCCC1C(=O)NCCc1cccc(Cl)c1 (stereo unspecified)
→ 3.7	0.3	-0.6	2.7	u	-4	3	-1.8	3
> COc1ccc(N/C(N)=N/c2nc(C)cc(=O)[nH]2)cc1
→ -2.5	-0.9	7.7	-1.4	14	11	-7	0.9	-1
> O=C1CC(c2ccc3c(c2)OCO3)Sc2nc3ccccc3n21 (stereo unspecified)
→ 0.0	0.7	-2.0	-0.1	-7	-2	17	4.8	1
> OCCNc1nc(Nc2ccccc2)nc(Nc2ccccc2)n1
→ 0.6	-0.1	1.2	-2.5	-2	-1	-1	1.3	5
> Cn1c(SCC(=O)Nc2ccccc2F)nnc1-c1cccs1
→ -1.3	2.6	x	x	0	-2	0	0.1	1
> O=P(c1ccccc1)(c1ccccc1)C(O)c1ccncc1 (stereo unspecified)
→ -1.1	-1.5	0.5	-4.1	-10	-1	-4	0.0	0
> O=C(CC12CC3CC(CC(C3)C1)C2)Nc1cccc2ncccc12
→ 1.2	-1.3	-6.3	0.5	5	-2	8	-0.6	7

Complete entries as entered above. Values in the order: BoNT A protease | UGM FP inh | Mtb BioA inh | FadD28 FP inh | BoNT F protease | Anthrax LF inh2 | GDH-TPI counter | PfHsp40 rescue | Mtb FBA inh
`O=C(CC12CC3CC(CC(C3)C1)C2)Nc1cccc2ncccc12` reads 1.2 | -1.3 | -6.3 | 0.5 | 5 | -2 | 8 | -0.6 | 7
`OCCNc1nc(Nc2ccccc2)nc(Nc2ccccc2)n1` reads 0.6 | -0.1 | 1.2 | -2.5 | -2 | -1 | -1 | 1.3 | 5
